CDK5 inh: inhibitors of human CDK5/p35 kinase, primary screen, biochemical, single concentration. Cyclin-dependent kinase 5 (Homo sapiens) + Cyclin-dependent kinase 5 activator 1 (Homo …. Recombinant CDK5/p35, ADP-Glo luminescence, 60 min. inhibition, % at 10 µM. 330,000 compounds, 0.01% hits;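 active means highest replicate inhibition of at least 50% and at least 75% of replicates reaching 50%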;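 further: plate controls were DMSO neutral control for no effect and GW8510 at 10 µM for full effect; many of its hits are not listed in these tables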
Target sequence (Q00535 whole entry, looked up): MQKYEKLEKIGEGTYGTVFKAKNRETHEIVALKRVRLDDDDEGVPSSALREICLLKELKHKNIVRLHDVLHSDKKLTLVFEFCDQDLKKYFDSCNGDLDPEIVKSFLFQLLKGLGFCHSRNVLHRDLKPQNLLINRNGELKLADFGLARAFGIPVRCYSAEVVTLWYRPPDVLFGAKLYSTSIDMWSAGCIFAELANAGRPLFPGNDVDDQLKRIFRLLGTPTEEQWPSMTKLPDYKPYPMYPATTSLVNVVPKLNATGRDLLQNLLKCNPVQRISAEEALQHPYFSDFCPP
Target sequence (Q15078 whole entry, looked up): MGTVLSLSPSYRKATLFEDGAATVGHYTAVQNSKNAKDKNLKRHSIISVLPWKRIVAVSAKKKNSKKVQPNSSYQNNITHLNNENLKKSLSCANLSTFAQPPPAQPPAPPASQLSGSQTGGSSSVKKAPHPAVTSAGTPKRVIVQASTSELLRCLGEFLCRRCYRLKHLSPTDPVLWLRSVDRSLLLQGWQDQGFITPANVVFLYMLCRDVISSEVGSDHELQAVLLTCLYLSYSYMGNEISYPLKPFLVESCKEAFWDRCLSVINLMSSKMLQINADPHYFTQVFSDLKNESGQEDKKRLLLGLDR
Tat transport: E. coli Tat export inhibitors, primary screen, MC4100, TorA-mCherry reporter, fluorescence, single point. 340,000 compounds, 0.036% hits. inhibition, % at 10 µM. AID 488895, 2010;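 active means mean replicate inhibition at least 50% and at least half of replicates individually reaching 50%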;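 further: exported cargo escapes ClpAP degradation while cytoplasmic cargo is degraded and loses fluorescence; 0% = median of neutral control wells and 100% = median of NaSCN control wells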
phage Ecoli inh: growth loss of phage-infected E. coli, primary screen, RecBCD inhibitor project, absorbance, with phage, HTS | inhibition, % at 11.9 µM | 360,000 compounds, 0.26% hits | AID 651602, 2012; in the data active means inhibition above about 11%
Ecoli viability: E. coli V3065 growth inhibition, primary screen, counter-screen for AddAB inhibitor project, absorbance, OD600 | 18 h | 330,000 compounds, 0.27% hits | inhibition, % at 11.9 µM;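 active means inhibition above the campaign's mean inhibition across all tested compounds plus 3 SD, cut at about 9.9% in these data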;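 further: uninfected addAB+ strain grown without phage in ampicillin broth; 0% = DMSO wells and 100% = ciprofloxacin 0.95 µg/ml wells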
DAGLB inh: DAGLB lipase inhibitors, primary screen, biochemical, fluorescence, HTS; 340,000 compounds, 0.059% hits; Diacylglycerol lipase-beta (Homo sapiens), Q8NCG7; HEK293T DAGLB membrane lysate, EnzChek fluorogenic substrate; inhibition, % at 5.17 µM; AID 504411, 2011; in the data active means inhibition above about 34%;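 further: 0% = enzyme with vehicle and 100% = wells lacking enzyme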
AddAB inh: growth inhibition of E. coli expressing H. pylori AddAB, primary screen, AddAB inhibitor project, absorbance | inhibition, % at 11.9 µM | 330,000 compounds, 0.29% hits | AID 435030, 2010; in the data active means inhibition above about 12%;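 further: 0% = vehicle wells of infected cells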
PKA-R2B act: activators of PKA-R2B holoenzyme, primary screen, biochemical, fluorescence polarization, Cy5-IP20, human | cAMP-dependent protein kinase catalytic subunit beta (Homo sapiens) + cAMP-dependent … | PKA-R2B holoenzyme dissociation; R2B truncated from residue 108, S112A mutant; 0% DMSO only, 100% 113 µM cGMP | activation, % at 11.4 µM | 340,000 compounds, 0.079% hits | AID 504700, 2011;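 active means activation above a cutoff set at the mean over all compounds plus 3 SD, cut at about 18% in these data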;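 further: higher means more holoenzyme dissociation and a rise in polarization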
SUMO Mot1 rescue: yeast Mot1-301 growth rescue at high temperature, primary screen, SUMOylation pathway inhibitor project, S. cerevisiae, ATP luminescence, 38.5C; S. cerevisiae Mot1-301 growth rescue; percent above DMSO median, 100 means doubled; growth rescue, % at 18.8 µM; 320,000 compounds, 1% hits; AID 2716, 2010;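 active means every valid replicate shows activation above 250% relative to neutral control wells; inactive means the rest, any valid replicate at or below 250%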;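 further: OY570 slx delta 5 strain wells were the positive control but not used for scaling; some compounds called inactive have numbers as strong as hits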
PKA-R1A act: activators of PKA-R1A holoenzyme, primary screen, biochemical, fluorescence polarization, Cy5-IP20, bovine R1A, mouse PKAc; cAMP-dependent protein kinase type I-alpha regulatory subunit (Bos taurus) + …; PKA-R1A dissociation; scaled: DMSO 0%, 113 µM cGMP 100%; activation, % at 11.4 µM; 340,000 compounds, 0.083% hits;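 active means percent activation above the mean of all tested compounds plus 3 SD, cut at about 19% in these data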;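 further: higher means more PKAc released from R1A so a rise in polarization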
HTR5A inv ctr: HTR5A inverse agonists in luminescence cell assay, primary screen, counter-screen for OPRM1-OPRD1 heterodimer inverse agonist project, full-deck HTS; HTR5A cell line, inverse agonism; inhibition, % at 9.3 µM; 5-hydroxytryptamine receptor 5A (Homo sapiens), P47898; 340,000 compounds, 0.083% hits; in the data active means inhibition mostly above about 23%, no sharp cut-off; inactive means mostly below about 18%;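 further: 0% = cells with DMSO and 100% = no-cell wells with DMSO; some compounds called inactive have numbers as strong as hits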
Target sequence (P47898 whole entry, looked up): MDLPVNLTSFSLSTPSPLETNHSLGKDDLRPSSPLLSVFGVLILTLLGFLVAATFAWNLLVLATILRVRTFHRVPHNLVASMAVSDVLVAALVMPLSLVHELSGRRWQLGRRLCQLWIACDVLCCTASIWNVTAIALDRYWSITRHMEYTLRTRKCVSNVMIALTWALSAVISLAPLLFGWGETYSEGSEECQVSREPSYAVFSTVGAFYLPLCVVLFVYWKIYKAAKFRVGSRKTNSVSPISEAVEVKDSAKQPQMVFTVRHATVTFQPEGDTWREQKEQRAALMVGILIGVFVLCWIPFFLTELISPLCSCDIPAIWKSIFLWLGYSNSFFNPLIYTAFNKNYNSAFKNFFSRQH
HTR5A ag ctr: HTR5A agonists in luminescence cell assay, primary screen, counter-screen for OPRM1-OPRD1 heterodimer agonist project, full-deck HTS. 5-hydroxytryptamine receptor 5A (Homo sapiens), P47898. cell-based. activation, % at 9.3 µM. 340,000 compounds, 0.61% hits. AID 504692, 2011; in the data active means activation mostly above about 9.5%, no sharp cut-off; inactive means mostly below about 7.6%;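 further: 0% = cells with vehicle only and 100% = reference agonist; strong numbers were not always called active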
The depositor's hits bear a star; x = no result given.

SMILES	CDK5 inh	Tat transport	phage Ecoli inh	Ecoli viability	DAGLB inh	AddAB inh	PKA-R2B act	SUMO Mot1 rescue	PKA-R1A act	HTR5A inv ctr	HTR5A ag ctr
CC#CCNCc1ccccc1	0.3	3	3.1	-2.5	-2	-1.8	10	-23	0	9	2
Clc1cc(NCc2cccs2)ccc1N1CCOCC1	x	2	3.3	-1.6	0	2.6	1	7	3	10	1
O=C(Nc1ncn[nH]1)c1cccc(S(=O)(=O)N2CCOCC2)c1	1.2	-12	4.3	-1.1	-1	-2.8	10	8	-9	0	0
O=C(Cc1noc2ccccc12)Nc1ccc(Cl)cc1	-0.3	5	5.2	5.6	-3	6.3	0	350	-2	-1	0
CCCS/C(N)=N/N=C/c1ccccc1O	0.2	2	0.7	0.6	-2	-0.2	-1	-14	-2	-32	2
O=C(CN1CCN(C/C=C/c2ccccc2)CC1)NCc1ccc(Cl)cc1	1.9	-4	2.9	-0.1	-2	-0.4	-2	54	4	-2	-4
CCOC(=O)N1CCN(c2ccc([N+](=O)[O-])cc2F)CC1C (stereo not given)	-4.6	0	3.0	2.0	-1	3.3	5	0	1	-6	2
O=C(CC1NC(=O)NC1=O)Nc1ccccc1 (stereo not given)	0.2	-2	1.2	1.1	0	1.2	-1	-1	-5	-6	2
O=C1CN(C(=O)CCN2CCOCC2)C(c2ccccc2)c2cc(Br)ccc2N1 (stereo not given)	0.6	-1	2.6	2.2	0	1.3	2	-5	-7	-36	-4
NS(=O)(=O)c1cc([N+](=O)[O-])ccc1NCc1cccnc1	0.4	-3	2.5	2.6	3	0.7	7	-4	6	-10	3
N#Cc1cnn2c(C(F)(F)F)cc(-c3ccccc3)nc12	-1.4	3	2.8	-2.5	-2	1.0	-6	15	-2	11	-3
Cc1cc(C)c(S(=O)(=O)N2CCC(C(=O)NCc3ccncc3)CC2)c(C)c1	0.2	1	1.0	0.5	1	1.5	-11	0	0	13	-4
Cn1c(O)c(N=Nc2ccccc2[N+](=O)[O-])c2ccccc21	-0.7	-17	0.2	-1.1	0	-0.8	3	-5	-9	14	-4
COc1cc2c(cc1OC)C1=C(C#N)CN(CC(=O)O)CN1CC2	-0.8	-2	1.4	-0.1	1	2.0	7	8	5	-34	11
CCOC(=O)CSc1nc(-c2ccccc2)ns1	0.7	7	2.1	0.8	-12	-0.1	-9	14	-10	-5	2
CCN=C(NCC)SC1CC(=O)N(c2cccc(OC)c2)C1=O (stereo not given)	1.3	3	2.0	2.5	-12	1.9	-4	-15	2	-23	10
CCOC(=O)c1c(S(=O)(=O)NCC(=O)Nc2ccc(OC)cc2)c(C)n(C)c1C	-2.2	-12	3.6	-0.2	-2	3.0	-16	2	-8	13	-3
CC(=O)Nc1ccc(S(=O)(=O)NC2(c3ccccc3)C(=O)N(C)C(=O)N(C)C2=O)cc1	0.8	1	2.5	x	1	x	-11	x	6	3	-1
CC1CC(C)CN(C(=O)C2CCN(C(=O)Nc3ccccc3)CC2)C1 (stereo not given)	1.3	-7	3.2	0.9	-2	2.4	0	-13	8	5	-2
c1ccc(-c2cccc(-c3ccccc3)n2)cc1	-0.1	4	-0.1	-0.7	-10	-0.9	-12	63	-4	-4	1
COc1ccccc1CN1CCCC(CN(CCN(C)C)C(=O)c2ccc(C)cc2)C1 (stereo not given)	-0.6	-6	-0.4	0.3	1	1.3	-1	589	-11	-9	3
Cc1cc(C)cc(C(=O)NCC(=O)OCC(=O)NCc2ccco2)c1	-3.1	-3	3.1	-1.9	1	-2.0	-16	-15	3	-6	2
Cc1oc2ccc(Br)cc2c(=O)c1-c1nn[nH]n1	1.3	-3	2.0	3.3	2	5.1	-3	6	4	-9	3
CCOC(=O)c1c(CC(C)C)csc1NC(=O)COC(=O)C1=NNC(=O)CC1	1.4	2	0.5	-1.8	0	-2.2	-6	100	3	10	-4
Cc1ccc(-n2c(-c3ccccc3)c[nH]c2=S)cc1	2.8	2	2.5	-0.1	1	4.0	-6	-2	0	8	1

Single records, from the list above. Values in the order: CDK5 inh	Tat transport	phage Ecoli inh	Ecoli viability	DAGLB inh	AddAB inh	PKA-R2B act	SUMO Mot1 rescue	PKA-R1A act	HTR5A inv ctr	HTR5A ag ctr
COc1cc2c(cc1OC)C1=C(C#N)CN(CC(=O)O)CN1CC2 is entered as -0.8	-2	1.4	-0.1	1	2.0	7	8	5	-34	11
CCOC(=O)N1CCN(c2ccc([N+](=O)[O-])cc2F)CC1C (stereo not given) is entered as -4.6	0	3.0	2.0	-1	3.3	5	0	1	-6	2
O=C(CC1NC(=O)NC1=O)Nc1ccccc1 (stereo not given) is entered as 0.2	-2	1.2	1.1	0	1.2	-1	-1	-5	-6	2
O=C(Cc1noc2ccccc12)Nc1ccc(Cl)cc1 is entered as -0.3	5	5.2	5.6	-3	6.3	0	350	-2	-1	0

(next part)
SMILES	CDK5 inh	Tat transport	phage Ecoli inh	Ecoli viability	DAGLB inh	AddAB inh	PKA-R2B act	SUMO Mot1 rescue	PKA-R1A act	HTR5A inv ctr	HTR5A ag ctr
OC(COc1ccc(Cl)cc1)CN1CCN(c2ccccc2)CC1 (stereo not given)	1.5	7	-0.6	2.6	-9	0.3	2	-7	6	-3	1
CCSc1nnc([C@@H]2CCCN2C(=O)OC(C)(C)C)o1	-0.1	-4	2.4	0.7	-2	2.5	-3	299	-10	6	3
CCS(=O)(=O)c1ccc2oc(Nc3cccc(OC)c3)nc2c1	1.6	10	1.9	1.8	2	0.0	6	x	-9	-8	3
COc1ccc(S(=O)(=O)Nc2ccc(Oc3ccsc3C(=O)O)cc2)cc1	0.5	-7	3.6	-1.4	1	-1.9	-4	-8	4	-1	0
Cc1cccc(N(CC(=O)N2CCOCC2)S(C)(=O)=O)c1	-0.6	0	2.1	0.0	0	3.8	-10	-15	3	10	1
CC(=O)Nc1ccc(O)c(-c2nc3ccccc3s2)c1	-1.2	-1	2.9	-0.6	2	1.4	5	13	-4	-2	3
CC(=O)NC12CC3CC(C1)CC(C(=O)N1CCN(S(=O)(=O)c4ccc([N+](=O)[O-])cc4)CC1)(C3)C2	0.0	6	1.7	x	2	x	-4	x	-5	-14	-1
COc1ccccc1C(=O)Nc1ccnn1C1CCN(Cc2cnc(N(C)C)s2)CC1	-0.7	-5	1.0	0.2	-1	-0.4	2	7	5	-4	3
CCOC(=O)C1=C(CSc2nnnn2C)N(C)C(=O)NC1c1ccccc1 (stereo not given)	0.5	0	3.2	-0.4	1	5.8	17	-5	0	11	-1
Cc1ccc(-c2nc3ncccc3o2)cc1NC(=O)C(C)C	0.4	0	0.9	1.2	-1	3.2	2	-1	1	-5	1
Fc1cccc(Cl)c1-c1nnc2ccc(N3CCOCC3)nn12	2.8	1	1.2	-0.3	1	1.6	10	-11	13	9	-4
O=C(NCC1CC1)C1CCCN(S(=O)(=O)c2ccc(-n3cnnn3)cc2)C1 (stereo not given)	1.2	-4	0.2	2.7	-2	1.6	-3	24	-5	-22	8
COc1cc(/C=C2/CCCC(C(=O)C(F)(F)F)=C2O)ccc1O	1.2	0	0.0	-1.5	-3	2.1	6	2	11	-2	1
COc1ccc(CN(C(=O)CO/N=C/c2ccccc2)c2ccccc2C(=O)O)cc1	-1.0	-5	4.9	-1.1	3	4.3	4	2	-3	0	5
CN(C)C(CNC(=O)c1cc2ccccc2oc1=O)c1ccccc1 (stereo not given)	-0.7	2	0.2	-0.6	2	2.5	4	0	7	-2	2
C=CCSc1nnc(NC(=O)CSc2nnc(C)s2)s1	1.3	-1	2.5	3.1	-1	2.2	-3	8	-5	-7	1
O=C(CSc1nnnn1-c1cccc2ccccc12)NC(C(=O)O)(c1ccccc1)c1ccccc1	-0.5	21	2.9	1.0	8	3.7	-4	-4	-4	-8	1
C/C=C/c1ccc(O)c(OC)c1	0.3	2	1.3	-1.8	-1	-0.8	3	-9	-11	-1	5
Cc1ccc(Nc2nnc(SC(C)C(=O)NC3CC3)s2)cc1 (stereo not given)	0.2	1	1.1	0.5	-2	-0.8	-1	5	0	-3	-3
O=C(CCn1nc(-c2ccc(Cl)cc2)ccc1=O)N1CCN(c2ccccc2)CC1	0.5	-4	2.9	-1.7	-1	0.8	3	-3	10	-20	5
O=S(=O)(/N=C(/NC(=S)Nc1ccccc1)c1ccccc1)c1ccc(Cl)cc1	0.3	5	1.5	-2.3	-3	3.9	2	2	-1	-11	7
COc1ccc(NC(=O)CC2C(=O)N(c3cccc(OC)c3)C(=O)N2C(C)C)cc1 (stereo not given)	1.8	-3	1.6	-1.3	3	-0.7	2	-9	-4	-33	0
O=C1NN(c2ccccc2)C(=O)C2C3C=CC(C4CC34)C12 (stereo not given)	-1.1	2	1.4	-1.6	-2	0.5	3	-3	8	-14	10
CC(C)Oc1ccc(C2c3c(oc4ccccc4c3=O)C(=O)N2CCCN2CCOCC2)cc1 (stereo not given)	0.1	-5	1.4	2.1	0	-2.1	1	-17	-5	6	-3
O=C(O)/C(=C\c1cccc(C(F)(F)F)c1)c1ccc(S(=O)(=O)N2CCCC2)s1	-0.7	-1	1.5	-0.9	-1	0.2	6	-16	-3	11	1
SMILES	CDK5 inh	Tat transport	phage Ecoli inh	Ecoli viability	DAGLB inh	AddAB inh	PKA-R2B act	SUMO Mot1 rescue	PKA-R1A act	HTR5A inv ctr	HTR5A ag ctr
CCOc1ccc(C2CC(c3cccc(Cl)c3)n3nc(N)nc3N2)cc1 (stereo not given)	0.6	-8	-1.5	-0.7	4	5.4	-3	-35	4	3	-1
CCCOc1ccccc1OCC(=O)Nc1cccc(S(=O)(=O)NC2=NCCC2)c1	0.2	-6	-0.7	x	0	x	13	x	4	-5	-2
COc1ccccc1C(=O)CSc1n[nH]c(N)n1	-1.3	-4	2.6	2.3	-1	4.8	-10	x	2	-30	9
CCN(CC)c1ccc(C2N(C(=O)N3CCOCC3)CCN2S(=O)(=O)c2ccc(C)cc2)cc1 (stereo not given)	0.7	-15	0.9	-3.1	-2	-1.4	-2	-9	-4	24	0
COc1cccc(N(CC(=O)N2CCCC2)S(C)(=O)=O)c1	0.7	-5	1.1	0.3	3	-2.2	2	117	3	-8	2
COc1ccccc1CNS(=O)(=O)c1ccc2c(c1)CCCN2C(C)=O	0.3	6	3.3	-0.1	-3	-1.9	4	11	-4	5	4
C=CCN1C(=O)/C(=C/c2ccc(O)cc2)S/C1=N/c1nccs1	-0.3	4	5.7	0.5	-2	1.2	-9	-10	-7	-39	5
CCOC(=O)Cn1c(=O)oc2cc(S(=O)(=O)Nc3ccc(N(CC)CC)cc3C)ccc21	-0.3	1	0.3	-1.5	2	0.0	-13	-18	-5	-1	0

Assay outcomes as filed in PubChem BioAssay.
